14-3-3g Raf: alters human 14-3-3 gamma binding to Raf peptide; P61981; FP, 14-3-3gamma / TMR-pS259-Raf peptide binding; inhibition, % at 40 µM; 160,000 tested, 0.19% active; AID 422; in the data active means inhibition above about 30%;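 further: 0% = protein plus tracer without compound and 100% = blank with tracer alone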
Target sequence (P61981 whole entry, looked up): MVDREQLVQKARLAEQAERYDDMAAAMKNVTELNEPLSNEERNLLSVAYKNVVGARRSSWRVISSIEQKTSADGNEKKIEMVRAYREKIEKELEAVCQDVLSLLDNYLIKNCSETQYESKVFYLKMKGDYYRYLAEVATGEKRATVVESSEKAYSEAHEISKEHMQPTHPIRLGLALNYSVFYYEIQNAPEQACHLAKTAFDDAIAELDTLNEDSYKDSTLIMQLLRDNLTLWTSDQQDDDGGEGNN
Numbers without * were called inactive; & = joins results of further samples. Not all compounds are listed; count on the stated rates, not on these rows.

SMILES	14-3-3g Raf
CN1C(=S)SC(/[N+]([O-])=C/c2cccnc2)C1(C)C (centres undefined)	1.8
Cc1cc(C)c2ccc(N)nc2c1O	-2.6&-2.0
CCOc1ccc(CN2C(=O)CCC2(C)C(=O)NC2CCCC(C)C2C)cc1 (centres undefined)	-1.2
COC(=O)c1ccc(NC(=O)CN2CCN(c3ccc(Cl)cc3)CC2)cc1	4.7
CCOC(=O)CSc1nc(O)c(NC(C)=O)c(=O)[nH]1	0.5
COCCn1c(COC)nc2ccccc21	-11.6
CC1(C)Cc2c(sc(NC(=O)c3ccc(N4C(=O)C5C6C=CC(C6)C5C4=O)cc3)c2C#N)CO1 (centres undefined)	-12.8
COc1cc(NC(=O)c2ccc(OC)c([N+](=O)[O-])c2)c(OC)cc1Cl	-12.3
CN(C)c1ccc(C2C3=C(CC(C)(C)CC3=O)Nc3ccccc3N2C2OC(=O)c3ccccc32)cc1 (centres undefined)	-8.2
CCCCOc1ccc(OC(=O)Cn2cnc3sc4c(c3c2=O)CCCC4)cc1	-15.0
Cc1ccc(NS(=O)(=O)c2cccc(C(=O)Nc3cc(C)on3)c2)cc1	8.6
CCCCCOC(=O)Cn1c(-c2ccccc2)nc2ccccc2c1=O	-0.1
O=C(O)C(Cc1c[nH]c2ccccc12)N1C(=O)c2ccccc2C1=O (centres undefined)	-3.2
C1CCC(N2NC2C2NN2C2CCCCC2)CC1 (centres undefined)	-3.8
CCOc1ccc(S(=O)(=O)N(CC(=O)Nc2ccc(C)cc2C)c2ccccc2)cc1	-10.5
COc1cccc(C2C3=C(CCCC3=O)Nc3nc4ccccc4n32)c1OC (centres undefined)	-1.2
CCC(c1nnnn1CCc1ccccc1)N1CCN(c2ccc(OC)cc2)CC1 (centres undefined)	6.0
COc1cc(OC)cc(C(=O)Nc2nc3ccc(OC)cc3s2)c1	-16.8
Cn1c(=O)oc2cc(S(=O)(=O)N3CCC(Cc4ccccc4)CC3)ccc21	-6.9
CCS(=O)(=O)n1nc(-c2ccccc2)nc1NCc1ccco1	-7.7
Cc1cc(C(F)F)n2nc(C(=O)Nc3ccc(S(=O)(=O)N4CCCCCC4)cc3)nc2n1	-9.6
CCC(=O)N1CCCc2cc(S(=O)(=O)N3CCn4c3nc3ccccc34)ccc21	-10.5
O=c1[nH]nnc2c1sc1nc(N3CCOCC3)c3c(c12)CCCC3	-13.1
O=C1CCCN2N=C(SCC(=O)Nc3ccc(Br)cc3)SC2=N1	-9.9

Part of the list above, with each value named:
COC(=O)c1ccc(NC(=O)CN2CCN(c3ccc(Cl)cc3)CC2)cc1
  14-3-3g Raf: 4.7
CCOC(=O)CSc1nc(O)c(NC(C)=O)c(=O)[nH]1
  14-3-3g Raf: 0.5
COCCn1c(COC)nc2ccccc21
  14-3-3g Raf: -11.6
CC1(C)Cc2c(sc(NC(=O)c3ccc(N4C(=O)C5C6C=CC(C6)C5C4=O)cc3)c2C#N)CO1 (centres undefined)
  14-3-3g Raf: -12.8

Other entries follow.
SMILES	14-3-3g Raf
Cc1ccc(OCc2nc(-c3ccncc3)no2)c(C)c1	1.7
CCc1ccc(-c2csc(-c3cc4c(ccc5ccccc54)oc3=O)n2)cc1	-133.7
Cc1cc(C)cc(OC(=O)C(C)N2C(=O)c3ccccc3C2=O)c1 (centres undefined)	-13.8
Cc1c(C(=O)NC2CCCC2)oc2ccc(S(=O)(=O)N3CC(C)CC(C)C3)cc12 (centres undefined)	-7.6
COc1ccc(N2CCN(c3ncnc4sc(C(=O)Nc5cc(OC)ccc5OC)c(C)c34)CC2)cc1	-21.6
O=C(CSc1nc2ccc(NC(=O)C3CCCCC3)cc2s1)NCC1CCCO1 (centres undefined)	-7.5
COC(=O)c1cc2occc2n1CC(=O)Nc1cc(OC)cc(OC)c1	-1.9
CC(C(=O)NCC1(c2ccccc2)CCOCC1)N1CCCCC1 (centres undefined)	-0.6
Cn1nc(-c2ccc(N3CCN(c4ccccc4)CC3)c([N+](=O)[O-])c2)c2ccccc2c1=O	-9.1
O=C(NC1CCCC1)C(c1cccs1)N(CC1CCCO1)C(=O)Cc1cccs1 (centres undefined)	-2.5
Cn1c(Cn2cnc3ccccc32)nc2ccccc21	-2.4
CCOc1ccc(CCNC(=O)N2CCOCC2)cc1OCC	-6.0
COc1cc(OC)c(C2SCCN2S(=O)(=O)c2ccc(F)cc2)cc1OC (centres undefined)	-3.8&-10.0
O=C(Nc1ccc(Cl)c(C(F)(F)F)c1)N1CCCC(O)C1 (centres undefined)	-6.8
CCOC(=O)C1=C(N)N(c2ccc([N+](=O)[O-])cc2)C2=C(C(=O)CCC2)C1c1ccc(SC)cc1 (centres undefined)	-0.4
O=C(NC(=O)N1CCN(c2ccccc2F)CC1)c1ccccc1	2.4
Cc1nc2ccccn2c1-c1csc(Nc2ccc([N+](=O)[O-])cc2)n1	-54.8
CCOc1cc(C2NC(=O)NC(C)=C2C(=O)OC2CCCCCC2)ccc1O (centres undefined)	-3.4
CCN1CCN(c2cc(C)c3cc(NC(=O)c4ccncc4)ccc3n2)CC1	-9.8
COc1cc2c(cc1OC)CN(C(=O)c1ccco1)CC2	-0.2
Cc1ccc(/C(O)=C2\C(=O)C(=O)N(CCCN3CCOCC3)C2c2ccccc2)cc1 (centres undefined)	1.0
Clc1ccccc1CCNc1ncnc2scc(-c3ccccc3)c12	2.2
O=C(CSc1nnc(CN2CCOCC2)n1-c1ccc(Cl)cc1)N1CCc2ccccc21	0.8
CC1(C)C(=O)OC(c2ccc(Br)cc2)C2(CCCCC2)C1=O (centres undefined)	-1.1
COc1ccc(-c2cc(C(F)(F)F)n3ncc(C(=O)NCc4ccco4)c3n2)cc1OC	-5.0
Cc1noc(C)c1C(=O)N1CCc2ccccc21	-49.5
CCOC(=O)COc1ccccc1-c1ccccc1	-2.9
O=C(NCCC1=CCCCC1)C1CCC(=O)N1C1CCCCC1 (centres undefined)	6.8
CN1CCN(S(=O)(=O)c2ccc(NC(=O)c3csc4ccccc34)cc2)CC1	3.1
NC(=O)c1c(NC(=O)CSc2nnc(-c3ccco3)n2-c2ccccc2)sc2c1CCC2	-4.1
COC(=O)C1=C(C)NC2=C(C(=O)CCC2)C1c1ccccc1OCc1ccccc1 (centres undefined)	2.6
COC(=O)/C=c1/s/c(=C(\C#N)C(=O)NCc2ccco2)n(-c2ccccc2)c1=O	-16.3
COc1cccc(NC(=O)CC2Sc3ccccc3NC2=O)c1 (centres undefined)	-10.1
CCn1cc(CNC(=O)c2cc(-c3ccc4c(c3)OCO4)nc3ccccc23)c(C)n1	-4.4
O=S(=O)(c1cccc(S(=O)(=O)N2CCCCC2)c1)c1ccc(Cl)c(S(=O)(=O)N2CCCCC2)c1	-6.7
Cc1nn(-c2ccccc2)c2c1C1(C(=O)N(C(C)C)c3ccccc31)C(C#N)=C(N)O2 (centres undefined)	-2.6

Already shown: an excerpt of the list.
SMILES	14-3-3g Raf
COC(=O)C1=C(C)NC2=C(C(=O)CCC2)C1c1ccccc1OCc1ccccc1 (centres undefined)	2.6
COC(=O)/C=c1/s/c(=C(\C#N)C(=O)NCc2ccco2)n(-c2ccccc2)c1=O	-16.3
COc1cccc(NC(=O)CC2Sc3ccccc3NC2=O)c1 (centres undefined)	-10.1
CCn1cc(CNC(=O)c2cc(-c3ccc4c(c3)OCO4)nc3ccccc23)c(C)n1	-4.4
O=S(=O)(c1cccc(S(=O)(=O)N2CCCCC2)c1)c1ccc(Cl)c(S(=O)(=O)N2CCCCC2)c1	-6.7
Cc1nn(-c2ccccc2)c2c1C1(C(=O)N(C(C)C)c3ccccc31)C(C#N)=C(N)O2 (centres undefined)	-2.6

Next part:
SMILES	14-3-3g Raf
CCOC(=O)c1c(N=c2oc3cc(O)ccc3cc2C(N)=O)sc2c1CCCC2	-82.0
O=C(Cn1cccc1)N1CCN(c2ccc(F)cc2)CC1	-5.8
Cc1nn(-c2ccc(F)cc2)c(C)c1NS(=O)(=O)c1ccc(Cl)cc1	-3.0
O=C(c1ccc2c(c1)OCO2)N(c1ccc(Cl)cc1)C1C=CS(=O)(=O)C1 (centres undefined)	-3.0
C=CCOc1ccc2c(c1)CCC1C2CCC2(C)C(=O)CCC12 (centres undefined)	-4.5
CCc1ccc(OCC(=O)N(C)C)c(Br)c1	9.3
O=C1c2cccc([N+](=O)[O-])c2C(=O)N1C1C(=O)N(c2ccc(Br)cc2)C1c1ccc2c(c1)OCO2 (centres undefined)	-0.8
CCOc1cccc(N2C(=O)CC(N3CCN(c4nc5ccccc5s4)CC3)C2=O)c1 (centres undefined)	-7.7
O=C1C(=O)N(CCN2CCOCC2)C(c2ccccc2)/C1=C(\O)c1ccc(F)cc1 (centres undefined)	-2.6
COc1cc(-c2nc(Nc3cccc(Cl)c3)c3ccccc3n2)cc(OC)c1OC	1.5
C=CCn1c(SCCCC)nc(O)cc1=O	-22.9
CCn1cnc2cc(NCc3ccc(OC)cc3OC)ccc21	-0.8
CCOC(=O)c1ccc(NC(=O)c2cc(S(=O)(=O)N3CCOCC3)ccc2Cl)cc1	1.3
O=C(NCCc1ccccc1)c1cccn2c(=O)c3c4c(sc3nc12)CCCC4	-15.6
Cc1nc(Nc2cccc(Cl)c2)c2c3c(sc2n1)CCCC3	8.1
O=C(c1cc2ccccc2oc1=O)n1cc(Br)cn1	1.1
COc1cccc(C2C(N3C(=O)c4ccccc4C3=O)C(=O)N2c2ccc(C)c(C)c2)c1 (centres undefined)	0.8
Cc1ccc(C)c(N2CCN(C(=O)CSCc3ccc(F)cc3)CC2)c1	-3.4
Cc1cc(Nc2ccc(C)c(C)c2)n2nc(C)nc2n1	-2.5
CS(=O)(=O)N(CC(=O)NC1CCCC1)c1cc(C(F)(F)F)ccc1Cl	4.4
O=C(Nc1ccc2ccccc2c1)N1CCN(c2ccc([N+](=O)[O-])cc2)CC1	-0.7
CC(c1ccco1)N(C(=O)Nc1ccc(Cl)cc1)c1ccccn1 (centres undefined)	-1.1
CCOc1ccc(N2C(=O)CC(N3CCN(C(=O)c4ccco4)CC3)C2=O)cc1 (centres undefined)	-22.8
O=C(Cn1nnc(-c2ccccc2)n1)NCc1cccs1	-4.8
Oc1ccc(N2CCN(C(c3cccnc3)c3nnnn3Cc3ccccc3)CC2)cc1 (centres undefined)	-8.1
CCOC(=O)C1=C(C)NC(=O)NC1c1ccc(OC)c(CN2CCOCC2)c1 (centres undefined)	3.1
CCOC(=O)c1sc2nc(CC(=O)OC)nc(Nc3cnc4ccccc4c3)c2c1C	-3.1
COc1ccc(-c2cc(C(F)(F)F)n3nc(C(=O)N4CCN(C(=O)c5ccco5)CC4)cc3n2)cc1	-5.2
O=c1oc(C=Cc2ccc([N+](=O)[O-])cc2)nc2ccc(Br)cc12	-0.9
Cc1ccccc1OCC(O)Cn1c[n+](C)c2ccccc21 (centres undefined)	3.5
O=C(NC(c1ccccc1)c1ccccc1)c1ccc(N2CCN(c3ccccn3)CC2)c([N+](=O)[O-])c1	-9.3
COc1c2ccoc2nc2c(OC)c(OCC(O)C(C)(C)O)ccc12 (centres undefined)	-7.2
O=C(CCCCCn1c(=O)[nH]c2ccccc2c1=O)N1CCN(c2cccc(C(F)(F)F)c2)CC1	-7.4
Oc1ccc(Br)c2c1NC(c1ccc(Cl)cc1)C1CC=CC21 (centres undefined)	-138.4
CCC(C)NC(=O)Cn1nc(C(F)(F)F)c(Cl)c1C (centres undefined)	1.4
CCOC(=O)CNC(=O)c1cnc(Nc2ccccc2OC)c2ccccc12	-2.8
NS(=O)(=O)c1ccc(-n2ncc3c(=O)[nH]c(SCc4ccc(C(F)(F)F)cc4)nc32)cc1	3.5
CC(=O)N1CCc2cc(S(=O)(=O)NCCCN3CCN(Cc4ccccc4)CC3)ccc21	1.1
O=C(CN1C(=O)c2ccccc2S1(=O)=O)NC1CC2CCC1C2 (centres undefined)	-5.1
Cc1ccc(-c2nnc(Nc3ccccc3)o2)cc1	-1.6
COc1ccc(S(=O)(=O)Nc2ccc3c(c2)COC3=O)cc1OC	-5.2
COc1cc(Cl)cc2c1OC1(C=C2)c2ccccc2-c2ccccc2N1C (centres undefined)	-21.6
O=C(Cn1c(-c2ccccc2)noc1=O)Nc1ccc(S(=O)(=O)N2CCOCC2)cc1	2.5
N#Cc1c(NC(=O)CCCN2C(=O)c3cccc4cccc(c34)C2=O)sc2c1CCCC2	5.9
O=C1CCC([N+](=O)[O-])C(c2ccccc2OCc2ccccc2)N1 (centres undefined)	3.7
N#Cc1nc(COc2ccccc2)oc1NCCN1CCOCC1	-6.0
CCOC(=O)C1CCCN(c2ncnc3c2cnn3-c2ccc(OC)cc2)C1 (centres undefined)	-5.0
O=C(NCCc1ccc(Cl)cc1)c1cnn2c(C(F)(F)F)cc(-c3ccccc3)nc12	-5.7
CC(=O)Oc1ccc(N2C(=O)CC(Sc3ccccc3C(=O)O)C2=O)cc1 (centres undefined)	-1.7
O=C(NCc1ccc2c(c1)OCO2)C1CCCN1C(=O)Nc1cccc(Cl)c1 (centres undefined)	3.5
COc1cc(-c2nc3cccc(C)n3c2Nc2ccc(C)cc2)ccc1O	-2.3
Cc1ccc(-c2nc3ncccn3c2NC2CCCCC2)o1	-9.8
CC1CCN(C(=O)CSc2nc3cccnc3n2C)CC1	-4.3
O=S(=O)(c1ccc2nc(-c3ccccc3)[nH]c2c1)N1CCN(c2ccc(Cl)cc2)CC1	-42.9
CCOc1ccccc1Cn1c2ccccc2c2nc3ccccc3nc21	6.2
COc1ccc2nc(Nc3nc(C)c(CCC(C)C)c(=O)[nH]3)nc(C)c2c1	-9.6
CCOC(=O)C1=C(C)NC(=O)C(C(N)=O)C1c1ccccc1 (centres undefined)	-4.3&6.2
CC(=O)Nc1cccc(NC(=O)c2sc3ncn(CC(=O)N4CCCCC4C)c(=O)c3c2C)c1 (centres undefined)	-1.7
CC1(C)NC(=O)N(CCCOc2ccc3c(c2)CCC3)C1=O	-4.4
CCc1ccc(NC(=O)c2ccc(F)c(S(=O)(=O)NCc3cccs3)c2)cc1	-16.8
CC1CCN(C2CCN(Cc3ccccc3F)CC2)CC1	2.8
O=C(COC(=O)c1ccc(N2C(=O)c3ccc(Br)cc3C2=O)cc1)c1ccccc1	-5.8
CC(C)COc1ccc2c3c(c(=O)oc2c1)CCCC3	2.3

Screening data: PubChem BioAssay, Emory University Molecular Libraries Screening Center
